Screening data: PubChem, several laboratories
MOR-DOR ag – agonists of OPRM1-OPRD1 heterodimerization, primary screen, cell-based, luminescence; cells; activation, % at 9.3 µM; 0.3% of 340,000 active; in the data active = activation above about 18%;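 also: 0% = vehicle-treated cells and 100% = reference agonist; values of inactives mirror those of a sister screen read the other way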
HTR5A inv ctr – HTR5A inverse agonists in luminescence cell assay, primary screen, counter-screen for OPRM1-OPRD1 heterodimer inverse agonist project, full-deck HTS | inhibition, % at 9.3 µM | HTR5A cell line, inverse agonism | 5-hydroxytryptamine receptor 5A (Homo sapiens), P47898 | 0.083% of 340,000 active | AID 504634, 2011; in the data active = inhibition mostly above about 23%, no sharp cut-off; inactive = mostly below about 18%;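 also: 0% = cells with DMSO and 100% = no-cell wells with DMSO; some compounds called inactive have numbers as strong as hits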
Target sequence (P47898 whole entry, looked up): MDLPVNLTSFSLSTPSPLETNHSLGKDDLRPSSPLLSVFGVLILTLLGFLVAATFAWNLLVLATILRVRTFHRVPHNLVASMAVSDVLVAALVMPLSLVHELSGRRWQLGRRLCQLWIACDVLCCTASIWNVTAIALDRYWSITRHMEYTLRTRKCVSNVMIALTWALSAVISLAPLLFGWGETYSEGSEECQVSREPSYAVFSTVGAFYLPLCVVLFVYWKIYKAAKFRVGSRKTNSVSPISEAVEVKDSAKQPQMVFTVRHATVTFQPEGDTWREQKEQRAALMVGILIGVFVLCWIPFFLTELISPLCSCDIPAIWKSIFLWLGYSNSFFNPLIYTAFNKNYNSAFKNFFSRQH
Cardiac RTF inh – cardiac RTF calcium sensitivity inhibitors, primary screen, biochemical, IANBD-TnC fluorescence, EC70 calcium | inhibition, % at 7.15 µM | IANBD-labeled cardiac RTF, Ca2+ fluorescence | AID 493244, 2011 | 0.12% of 340,000 active;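 active = inhibition above the mean inhibition of all tested compounds plus 3 SD, cut at about 17% in these data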;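 also: assay run at fixed EC70 calcium of 1.6 mM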
OPRM1-OPRD1 inv – inverse agonists of MOR-DOR heterodimerization, primary screen, cell-based, luminescence; Mu-type opioid receptor (Homo sapiens) + Delta-type opioid receptor (Homo sapiens), …; cell-based MOR-DOR heterodimer luminescence, inverse agonism; inhibition, % at 9.3 µM; 0.21% of 340,000 active; in the data active = inhibition above about 22%, passing the limit was not always enough;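 also: 0% = cells with DMSO and 100% = wells without cells with DMSO; values of inactives mirror those of a sister screen read the other way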
HTR5A ag ctr – HTR5A agonists in luminescence cell assay, primary screen, counter-screen for OPRM1-OPRD1 heterodimer agonist project, full-deck HTS; 5-hydroxytryptamine receptor 5A (Homo sapiens), P47898; cell-based; activation, % at 9.3 µM; 0.61% of 340,000 active; AID 504692, 2011; in the data active = activation mostly above about 9.5%, no sharp cut-off; inactive = mostly below about 7.6%;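 also: 0% = cells with vehicle only and 100% = reference agonist; strong numbers were not always called active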
cardiac RTF act – cardiac RTF calcium sensitivity activators, primary screen, biochemical, IANBD-TnC fluorescence, EC20 calcium. activation, % at 7.2 µM. AID 493008, 2010. IANBD-labeled TnC RTF fluorescence at EC20 calcium; 0% EC20 calcium, 100% full calcium. 0.24% of 340,000 active. Troponin I, cardiac muscle (Homo sapiens) + Troponin T, cardiac muscle (Homo sapiens) + …;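 active = activation above the mean over all tested compounds plus 3 SD, cut at about 30% in these data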;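 also: rise in fluorescence read as greater calcium sensitivity of cardiac thin filaments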
CAL-PDZ inh HTS – untagged CAL PDZ binding inhibitors, primary screen, biochemical, fluorescence polarization, HTS. purified CAL PDZ, TMR-peptide fluorescence polarization, 1 h. inhibition, % at 24.9 µM. 0.92% of 300,000 active. AID 602252, 2012;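 active = mean inhibition of at least 30% with at least half of replicates also reaching 30%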;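 also: 0% = DMSO neutral control and 100% = excess unlabeled competitor peptide PRC23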
V-ATPase pH – regulators of yeast V-ATPase proton pumping, primary screen, pHLuorin cytosolic pH fluorescence | 0.37% of 350,000 active | response, % at 10 µM | AID 504577, 2011 | S. cerevisiae; in the data active = response mostly above about 7.3%, no sharp cut-off; inactive = mostly below about 5.4%; also: actives read high; inactives centre near 0; some compounds called inactive have numbers as strong as hits; reference of the scale not given here
Keap1 Nrf2 FP – Keap1-Nrf2 protein-protein interaction inhibitors, primary screen, biochemical, fluorescence polarization, single point; 0.15% of 340,000 active; Keap1 Kelch-Nrf2 peptide fluorescence polarization, 1536-well; inhibition, % at 9.4 µM; Kelch-like ECH-associated protein 1 (Homo sapiens), Q14145; in the data active = inhibition above about 12%;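 also: human Keap1 Kelch domain with fluorescein labeled Nrf2 9mer peptide probe; 0% = neutral control wells and 100% = peptide positive control; higher means more block of Keap1 binding to Nrf2 peptide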
Target sequence (Q14145 whole entry, looked up, the tested form may be a part): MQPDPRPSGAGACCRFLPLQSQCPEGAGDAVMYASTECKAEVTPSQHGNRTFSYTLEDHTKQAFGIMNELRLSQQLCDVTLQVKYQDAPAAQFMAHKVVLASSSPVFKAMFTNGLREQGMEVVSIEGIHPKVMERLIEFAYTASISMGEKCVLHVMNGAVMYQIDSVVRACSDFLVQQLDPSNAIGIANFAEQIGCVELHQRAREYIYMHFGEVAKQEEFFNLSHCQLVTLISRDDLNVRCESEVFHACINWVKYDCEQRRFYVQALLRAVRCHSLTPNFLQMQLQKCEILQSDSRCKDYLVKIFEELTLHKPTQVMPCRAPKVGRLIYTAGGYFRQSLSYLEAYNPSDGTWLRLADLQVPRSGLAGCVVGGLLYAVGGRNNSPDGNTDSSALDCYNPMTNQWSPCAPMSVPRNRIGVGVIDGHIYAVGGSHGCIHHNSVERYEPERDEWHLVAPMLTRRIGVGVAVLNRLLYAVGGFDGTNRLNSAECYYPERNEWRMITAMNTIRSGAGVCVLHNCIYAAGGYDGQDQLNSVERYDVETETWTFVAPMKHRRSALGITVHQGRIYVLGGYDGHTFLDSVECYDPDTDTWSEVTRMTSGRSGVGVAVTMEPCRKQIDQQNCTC
C-LANA FP – inhibitors of KSHV C-LANA binding to DNA, primary screen, biochemical, fluorescence polarization, FAM-LBS DNA, MBP-C-LANA, single point; Kaposi's sarcoma herpesvirus LANA C-terminal domain (residues 932-1162) DNA binding; inhibition, % at 9 µM; 0.078% of 340,000 active;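 active = highest replicate inhibition at or above 60% at 9 µM, even if other replicates fall short; inactive = all replicates below 60% inhibition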;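 also: 0% = neutral control wells and 100% = 4 µM acridine orange control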
Active calls of the source: *; x = not tested or not shown.

molecule	MOR-DOR ag	HTR5A inv ctr	Cardiac RTF inh	OPRM1-OPRD1 inv	HTR5A ag ctr	cardiac RTF act	CAL-PDZ inh HTS	V-ATPase pH	Keap1 Nrf2 FP	C-LANA FP
Cc1cc(NC(=O)c2cccc(S(=O)(=O)N3CC(c4ccccc4)CC3=O)c2)no1 (configuration not stated)	-2.4	11.6	-0.3	11.8	-4.4	-8.8	-0.4	-2.0	1.4	0.8
CCOC(=O)c1cnc2c(cnn2C)c1NCCC(O)C(F)(F)F (configuration not stated)	-1.7	7.7	5.6	7.6	-4.1	0.4	x	-3.7	-4.4	0.8
CCc1ccc(-c2nc(C)c(CCO)c(=O)[nH]2)cc1	-2.9	4.7	7.2	16.3	-1.6	-6.3	-5.3	0.5	-5.4	-0.4
O=[N+]([O-])c1cc(S(=O)(=O)N2CCCC2)ccc1OCc1ccccc1	1.4	-15.2	-2.3	-11.9	3.5	-1.8	-0.8	-1.9	-1.2	1.2
CCn1ncc(Cl)c1C(=O)Nc1cc(Cl)ccc1Cl	5.1	15.3	-4.2	-27.2	1.6	1.3	x	-2.0	-4.8	1.3
O=C(NCCN1CCN(c2cccc(Cl)c2)CC1)c1ccc(CSc2nc3ccncc3[nH]2)cc1	3.8	-1.5	9.1	-27.2	0.6	1.8	-2.5	-1.7	0.0	-1.1
CN(C)C(=O)CCc1nc2sc3c(c2c(=O)[nH]1)CCCC3	-3.5	-15.9	-3.4	18.2	-1.3	-9.2	-6.0	4.1	-0.1	3.6
CCCOc1ccc(CSc2n[nH]c(C)n2)cc1	-0.9	-13.5	1.2	4.7	2.3	1.3	x	-2.9	-2.6	-0.2
CC(=O)N1N=C(c2ccc(C(C)(C)C)cc2)OC1(C)C	3.4	7.8	6.7	-18.1	-3.1	0.0	x	3.7	3.1	0.4
CCN(CC)c1ccc(/C=C/C(=O)c2cccnc2)cc1	2.3	-25.2	8.1	-14.2	2.9	-1.5	-5.5	-2.4	4.4	0.4
COc1ccc(-c2c(C)oc3c(CN4CCN(C)CC4)c(O)ccc3c2=O)cc1	-1.9	15.6	-9.0	9.9	-5.6	-2.4	x	0.0	-0.9	0.0
CC(C)(C)OC(=O)[C@H](CCCCN)NC(=O)c1[nH]cnc1C(=O)N[C@@H](Cc1ccccc1)C(=O)OCc1ccccc1	-0.7	1.1	-24.5	3.6	-5.3	0.8	-0.3	0.1	1.9	-0.2
COc1ccc(CNc2cccc(C)n2)c(O)c1	-2.0	-14.9	-3.0	11.3	-10.7	3.7	3.0	-0.7	1.5	-0.4
O=C(C[C@@H]1C/C=C/CC[C@@H](Cc2ccc(F)cc2)C(=O)OCCNC1=O)N[C@H](CO)Cc1ccccc1	-1.7	4.9	-9.5	9.6	5.2	1.1	5.0	-2.8	-1.0	0.5
Cc1ccc2cc(CN(CC3CCCO3)C(=S)NCc3ccco3)c(=O)[nH]c2c1C (configuration not stated)	2.6	14.7	-30.6	-13.9	-5.8	1.3	x	2.3	-24.4	5.9

Remaining list, next part
molecule	MOR-DOR ag	HTR5A inv ctr	Cardiac RTF inh	OPRM1-OPRD1 inv	HTR5A ag ctr	cardiac RTF act	CAL-PDZ inh HTS	V-ATPase pH	Keap1 Nrf2 FP	C-LANA FP
CCC(CO)NC(=O)c1cccc(S(=O)(=O)N2c3ccccc3CC2C)c1 (configuration not stated)	-0.9	-26.9	-6.9	5.4	9.8	3.7	-4.5	1.4	0.1	-0.1
CC(=O)Nc1ccc(S(=O)(=O)N2CCN(C(=O)c3ccccc3F)CC2)cc1	-1.9	7.4	-2.5	10.0	-0.5	-4.5	1.1	-2.5	-3.9	-1.6
O=S(=O)(NCc1ccco1)c1ccc(Cl)s1	-1.8	-9.6	-3.6	9.1	2.5	10.4	-3.1	2.4	-6.7	-0.9
Cc1ccc2oc(C(=O)N3CCN(CCO)CC3)c(C)c2c1	0.0	-8.4	-3.6	-0.2	2.3	-6.0	-8.3	-4.9	-1.5	3.4
CN(C(=O)c1cccc(NC(=O)Cc2cccc([N+](=O)[O-])c2)c1)C1CCC1	-1.2	-17.4	-7.4	6.5	0.3	2.9	-3.2	3.2	1.3	1.4
CC1CCN(c2ccc(C(=O)Nc3ccc4c(c3)OCO4)cc2[N+](=O)[O-])CC1	3.5	5.8	-8.1	-16.2	-4.2	5.1	-0.8	2.2	-4.7	0.0
CCCCOc1ccc(Cl)cc1Nc1nc(NCCO)nc(N2CCCC2)n1	3.7	-25.3	2.6	-20.0	-2.9	7.0	-4.3	0.2	3.7	1.2
COCCCNC(=O)Cc1c(C)c2c(cc(C)c3c(C)c(C)oc32)oc1=O	-0.8	-10.7	-2.6	4.5	2.7	1.6	7.3	-3.6	1.8	x
CC1CCN(S(=O)(=O)c2ccc(NC(=O)C3CC3)cc2)CC1	0.2	-3.8	-2.9	-1.3	-2.1	-1.3	x	1.4	-0.5	1.0
Fc1ccc2nc(C(F)(F)F)cc(N3CCOCC3)c2c1	-1.3	-13.0	-4.4	6.4	3.5	1.4	-2.4	-1.7	-3.5	-0.6
COCCCn1c2nc3ccccc3nc2c2c(=O)n(Cc3ccc(Cl)cc3)cnc21	-1.6	22.7	-2.6	9.6	0.0	3.4	-1.4	-3.9	-4.4	-0.6
O=C(COc1ncnc2ccccc12)NC1CCCC1	1.5	-16.5	-10.6	-6.3	6.0	-4.0	-1.3	1.2	-0.3	20.8
Cc1ccccc1NC(=O)N1CCCC1C(=O)NCc1cccs1 (configuration not stated)	-2.6	-0.7	0.1	14.6	0.3	4.9	-1.9	-2.2	-6.4	-2.1
CCC(C)NC(=O)C1CCN(S(=O)(=O)c2cccs2)CC1 (configuration not stated)	-1.8	-10.9	-6.8	9.7	-1.1	2.9	-4.5	1.9	2.9	1.4
COc1cccc(NC(=O)Cc2cccs2)c1	-3.2	-4.9	-1.1	14.6	6.5	-1.5	-4.2	-4.1	3.4	-1.4

(more compounds)
molecule	MOR-DOR ag	HTR5A inv ctr	Cardiac RTF inh	OPRM1-OPRD1 inv	HTR5A ag ctr	cardiac RTF act	CAL-PDZ inh HTS	V-ATPase pH	Keap1 Nrf2 FP	C-LANA FP
N#Cc1c(NC(=O)c2ccncc2)sc2c1CCC2	0.5	-1.9	-6.3	-2.5	-0.6	1.7	-2.5	3.2	-3.1	1.9
Cc1ccc(-c2cc(C(=O)Nc3nccs3)c3ccccc3n2)o1	-0.2	5.8	-1.9	1.2	2.5	-7.3	-3.1	0.6	1.6	-1.1
O=C(Nc1c2c(nn1-c1ccc(F)cc1)CS(=O)C2)c1ccc2c(c1)OCO2 (configuration not stated)	-0.9	14.2	7.8	3.5	-5.5	-2.8	-3.8	1.8	2.3	-3.1
CC(=O)Oc1ccccc1/C=C/c1nc2ccccc2c(=O)o1	-3.1	9.5	-9.7	13.9	-2.6	0.3	-0.3	1.9	-3.6	0.0
COc1ccc(S(=O)(=O)N2CCCCCC2)cc1NC(=O)Cc1ccccc1F	-2.6	2.1	0.8	13.4	1.2	-5.5	-4.5	3.6	4.0	-0.3
CCOC(=O)C[C@H]1c2ccccc2S(=O)(=O)N1c1ccccc1	-0.4	-21.1	-16.0	2.2	-3.6	-0.5	-2.5	7.1	-5.9	-2.8
O=C(N1CCN(c2ccccc2)CC1)C12CC3CC(CC(C3)C1)C2	1.8	-4.1	6.3	-10.7	-0.5	-4.2	-6.0	-0.6	-5.5	0.8
CC(Oc1ccccc1)C(=O)NNC(=O)c1ccccn1 (configuration not stated)	0.3	10.8	-21.2	-1.7	4.1	8.7	-5.4	5.9	1.9	-2.0
O=C(c1cc(-c2ccco2)nc2ccccc12)N1CCN(Cc2ccccc2)CC1	0.1	6.4	-11.7	-0.4	-1.8	-0.8	x	0.1	-2.7	0.8
Oc1c(Br)cc(/C=N/Nc2ccc(Cl)nn2)cc1Br	-2.2	19.2	2.7	10.4	-5.4	-8.6	-3.1	2.9	-6.6	0.4
CC1(C)C[C@@H](O)[C@]2(C)CC[C@]3(C)C(=CCC4[C@@]5(C)CC[C@H](O)[C@](C)(CO)C5CC[C@]43C)[C@@H]2C1 (some centres not stated)	-1.1	-12.5	1.4	6.0	0.8	2.0	-3.8	-0.2	-5.4	0.5
N=c1c2ccccc2nc2n1CCCCCCCCCCC2	10.1	2.3	-11.9	-51.3	1.0	14.5	x	5.8	-2.7	-0.6
CN(CC(=O)Nc1nc2ccccc2s1)S(=O)(=O)c1ccccc1	-1.3	10.7	-10.1	5.3	0.2	-3.7	-3.9	-0.9	-4.2	0.1
CN(/N=C/c1cc(Cl)cc(Cl)c1O)c1c(Cl)cccc1[N+](=O)[O-]	-3.2	3.2	-11.0	16.0	-1.2	2.6	-4.5	1.1	-7.0	1.2
CCC(=Nc1ccccc1O)C1=C(O)CC(c2ccccc2)CC1=O (configuration not stated)	8.2	28.5	-20.8	-42.5	1.9	7.1	-9.5	1.2	-4.5	-0.8

Not a hit list; overall some 2.8% were active at least once.
